GIRK2 act: GIRK2 channel activators by thallium flux; P48051; HEK293 GIRK2/NPY4 cells, thallium flux fluorescence; activation (% efficacy), % for hits at 37.5 µM; 34,000 tested, under 10 active; AID 1259324;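 active means primary screen hit, no activity in plain HEK293 cells, and in GIRK2-only cells above 5% efficacy rising with concentration; inactive means the rest, including fluorescent compounds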;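 further: efficacy is normalized control-subtracted fluorescence 15 s after thallium addition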
Target sequence (P48051 whole entry, looked up): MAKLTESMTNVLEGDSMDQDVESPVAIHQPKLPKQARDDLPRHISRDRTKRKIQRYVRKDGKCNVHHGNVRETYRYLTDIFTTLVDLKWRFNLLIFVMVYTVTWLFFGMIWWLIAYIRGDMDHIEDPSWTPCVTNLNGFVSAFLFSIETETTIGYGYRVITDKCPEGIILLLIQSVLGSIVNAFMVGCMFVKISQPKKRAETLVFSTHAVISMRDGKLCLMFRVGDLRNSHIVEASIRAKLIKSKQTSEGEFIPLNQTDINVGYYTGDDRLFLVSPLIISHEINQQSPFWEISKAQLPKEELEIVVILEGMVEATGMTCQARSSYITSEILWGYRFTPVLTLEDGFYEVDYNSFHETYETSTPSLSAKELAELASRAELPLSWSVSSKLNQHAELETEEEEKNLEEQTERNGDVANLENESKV
Calls only; i = inactive. An excerpt; rates above refer to the full screens.

| compound | GIRK2 act |
| --- | --- |
| CC(C)CNC(=O)c1ccc2c(=O)n(C(C)C)c3nn(C)c(=O)n3c2c1 | i |
| CCOC(=O)N1CCC(NC(=O)C(=O)NCCC2=CCCCC2)CC1 | i |
| COc1cccc(CNC(=O)C(=O)Nc2cc(C)ccc2OC)c1 | i |
| CC(C)(C)c1ccc(OCC(=O)Nc2ccc(CC(=O)N3CCCC3)cc2)cc1 | i |
| Cc1cc(C)c(C)c(Cn2c(CCCO)nc3ccccc32)c1C | i |
| O=C(Cn1nc2c(cc1=O)CCCC2)Nc1ccc(F)cc1 | i |
| O=c1n(CCOc2ccc(F)cc2)nc2ccc(S(=O)(=O)N3CCCCC3)cn12 | i |
| Cc1cc(C)cc(OC(C)C(=O)N2CCN(c3ccc4nnc(C)n4n3)CC2)c1 (stereo not drawn) | i |
| CCc1ccc(NC(=O)Cn2c(=O)c(CNc3ccc(C)cc3)cc3cc(OC)c(OC)cc32)cc1 | i |
| Cc1noc(C2CN(C(=O)CSc3nc4ccccc4o3)C2)n1 | i |
| COc1ccc2nc(N(Cc3ccncc3)C(=O)CCc3ccccc3)sc2c1 | i |
| COc1ccc(C(=O)N/N=C\c2cn(-c3ccccc3)nc2-c2cccc(OC)c2)cc1 | i |
| CCCN1C(=O)NC2(CCN(S(=O)(=O)c3ccc(OC)c(OC)c3OC)CC2)C1=O | i |
| O=C(NCC(c1ccco1)N1CCOCC1)C1CC=CCC1 (stereo not drawn) | i |
| Cc1nnc(SCCC(=O)Nc2nc(-c3ccccc3)ns2)s1 | i |
| COc1ccc(-c2cc(=O)n(CC(=O)NCCc3cccc(OC)c3)cn2)cc1 | i |
| Cc1noc(-c2csc(C(=O)NC3CCCCC3)n2)n1 | i |
| O=C(NCCC(O)c1ccccc1)c1cc2ccccc2o1 (stereo not drawn) | i |
| CS(=O)(=O)N1CCCCC1C(=O)Nc1nnc(-c2cccs2)o1 (stereo not drawn) | i |
| CC(C)(C)OC(=O)N1CCCNCC1 | i |
| O=S(=O)(c1ccc2c(c1)OCCO2)N1CCN(c2ccc(-c3ccccc3)nn2)CC1 | i |
| COc1ccc2ncc3c(-c4ccccc4)c(C(=O)NCCCN4CCOCC4)sc3c2c1 | i |
| COc1ccc(S(=O)(=O)Nc2ccc3c(c2)N(C(=O)c2cccs2)CC3)cc1Cl | i |
| Cc1ccccc1OCC(O)Cn1c(C2CC(=O)N(c3ccc(Cl)cc3)C2)nc2ccccc21 (stereo not drawn) | i |
| CCc1nc2sc(C(c3ccc(Cl)c(Cl)c3)N3CCCCC3)c(O)n2n1 (stereo not drawn) | i |
| CN(C)C(CNC(=O)C(=O)NCc1ccc2c(c1)OCO2)c1ccc(F)cc1 (stereo not drawn) | i |
| COc1ccc(OC)c(S(=O)(=O)NCC(c2cccn2C)N2CCOCC2)c1 (stereo not drawn) | i |
| Cc1nnc(NC(=O)c2ccc(=O)n(Cc3ccc(F)cc3)c2)s1 | i |
| CCOc1ccc(NC(=O)C(=O)NCCc2ccc(S(N)(=O)=O)cc2)cc1 | i |
| COc1cccc(C(=O)N(Cc2ccncc2)c2nc3c(F)cccc3s2)c1OC | i |
| CC(C)(C)NC(=O)NCCC1CCCCN1S(=O)(=O)c1cccs1 (stereo not drawn) | i |
| COc1ccc(-c2ccc(OCCNS(=O)(=O)c3ccc(OC)cc3)nn2)cc1 | i |
| COC(=O)c1scc(-c2ccc(C)cc2)c1S(=O)(=O)Nc1ccc(F)cc1F | i |
| O=C(NC1CCCCCC1)c1ccc(=O)[nH]n1 | i |
| O=C(Nc1nc2ccc(Cl)cc2s1)c1cc(=O)c(OCc2ccc(F)cc2)co1 | i |
| COc1ccc(-c2ccc(C)c(NC(=O)Cc3ccc(OC)c(OC)c3)c2)nn1 | i |
| COc1ccc(NC(=O)Cn2cc(-c3ccccc3C)c(N3CCOCC3)n2)cc1OC | i |
| COc1ccc(-c2ccc(=O)n(CCCNC(=O)c3sc(C)nc3C)n2)cc1 | i |
| COc1cccc(CNC(=O)CN2C(=O)N(c3ccccc3C)S(=O)(=O)c3ccccc32)c1 | i |
| COc1ccc(-c2cn(CC(=O)N3CCc4ccccc43)nc2N(C)C)cc1 | i |
| COCC(C)(O)CNC(=O)C(=O)Nc1cccnc1 (stereo not drawn) | i |
| COc1ccc(S(=O)(=O)N2CCN(c3ccc(-c4ccco4)nn3)CC2)cc1OC | i |
| O=C(NCC1(O)CCCC1)Nc1ccc2c(c1)OCO2 | i |
| NC(=O)c1ccc(NC(=O)C(=O)NCC(c2cccc3ccccc23)N2CCCC2)cc1 (stereo not drawn) | i |
| O=C(CN1CCC(c2nnc(-c3ccco3)o2)CC1)N1CCc2ccccc21 | i |
| O=C(Cc1n[nH]c(=S)[nH]c1=O)c1cccs1 | i |
| CCCCc1nc(C(N)=O)c2[nH]c(=O)n(-c3ccc(OC)cc3OC)c2n1 | i |
| CCOC(=O)CCC(=O)N1CCC(COCc2cc(OC)cc(OC)c2)CC1 | i |
| CCOC(=O)C1CCN(C(=O)CCN2C(=O)c3ccccc3S2(=O)=O)CC1 | i |
| O=C(CSc1ncc(-c2ccc(F)cc2)o1)NCc1ccc2c(c1)OCO2 | i |
| O=C(NCCN1CCN(C(=O)CSc2nc3ccccc3o2)CC1)c1cccs1 | i |
| CCN(CC)CCCNC(=O)c1cc2cccc(OC)c2oc1=O | i |
| COc1ccc(S(=O)(=O)NCC(c2ccsc2)N2CCN(C)CC2)cc1 (stereo not drawn) | i |
| c1ccc(Cn2cnc3c(N4CCOCC4)ncnc32)cc1 | i |
| COc1ccc(-c2nnc3ccc(OCCNS(=O)(=O)c4cccs4)nn23)cc1 | i |
| O=C(NCCCN1CCOC(c2ccccc2)C1)c1ccccc1C(F)(F)F (stereo not drawn) | i |

(further entries)
| compound | GIRK2 act |
| --- | --- |
| Cc1cc(C(=O)Nc2cc(-c3ccccc3)nn2CCO)no1 | i |
| COc1ccc(OC)c(NC(=O)Cn2c(=O)n(C(C)C)c(=O)c3nscc32)c1 | i |
| O=C(Nc1ccc([N+](=O)[O-])cc1)C1CCN(c2ccc(-c3ccc(F)cc3)nn2)CC1 | i |
| O=C(Cc1csc(-n2cccc2)n1)N1CCC(c2nc3ccccc3o2)CC1 | i |
| CSc1cccc(NC(=O)NC2(c3nc(-c4cccnc4)no3)CCCCC2)c1 | i |
| CSc1ccc(CNC(=O)Cn2cc(-c3nc(-c4ccc(C)cc4)no3)ccc2=O)cc1 | i |
| O=C(NCc1ccc(F)cc1)C(=O)NCC1CCN(C(=O)c2ccncc2)CC1 | i |
| CCn1nc(C)cc1C(=O)N1CCN(c2nc3c(SC)cccc3s2)CC1 | i |
| O=C(Nc1ccccc1C(F)(F)F)c1ccc(=O)n(Cc2ccc(C(F)(F)F)cc2)c1 | i |
| CCOc1ccc(-c2nc(CSc3nc4ccccc4c(=O)n3CC)c(C)o2)cc1 | i |
| CCCCOc1ccc(C(=O)N2CCN(CCNC(=O)c3ccsc3)CC2)cc1 | i |
| Cc1ccnc(Nc2ccc(NCCNC(=O)c3cccc(C(F)(F)F)c3)nn2)c1 | i |
| COc1ccccc1NC(=O)CSc1ccc(-c2cc(OC)c(OC)c(OC)c2)nn1 | i |
| O=C(Cn1cnc(-c2cccs2)cc1=O)Nc1ccc(-c2ccc(=O)[nH]n2)cc1 | i |
| COc1ccc(-n2nnc(C(=O)OCc3nc(-c4ccccc4C)oc3C)c2C)cc1Cl | i |
| CCOC(=O)C(CC)Sc1ccc(NC(=O)c2ccccc2)nn1 (stereo not drawn) | i |
| CCN1C(=O)c2cccc3c(NC(=O)c4ccno4)ccc1c23 | i |
| O=C(NCC(O)c1ccc(C(F)(F)F)cc1)c1ccc(F)c(F)c1 (stereo not drawn) | i |
| COc1ccc(-c2nsc(C(=O)N3CCN(c4ccccc4)CC3)c2N)cc1 | i |
| O=C(CCCSc1ccc(NC(=O)C2CC2)nn1)Nc1ccc2c(c1)OCO2 | i |
| COC(=O)c1ccc2c(=O)n(Cc3ccc(C(=O)NC4CCCC4)cc3)c(=S)[nH]c2c1 | i |
| N#Cc1nc(-c2ccc(S(=O)(=O)N3CCCCCC3)cc2)oc1NCCCn1ccnc1 | i |
| CC(C)(C)NC(=O)N1CCC(CNS(=O)(=O)c2ccc(Br)s2)CC1 | i |
| Cc1ccccc1OCC(=O)NCC(C)(O)c1ccc2c(c1)OCO2 (stereo not drawn) | i |
| Cn1cccc1C(O)CNC(=O)COc1ccc(Cl)cc1Cl (stereo not drawn) | i |
| CSc1ccccc1C(=O)N(CCc1ccccc1)Cc1ccccn1 | i |
| COCCCn1c(C(=O)Nc2ccc(C)c(F)c2)cc2c(=O)n(C)c(=O)n(C)c21 | i |
| COc1coc(C(=O)Nc2nc3c(C)cccc3s2)cc1=O | i |
| O=C(NCCc1ccsc1)C1CC(=O)N(c2ccc(F)cc2)C1 (stereo not drawn) | i |
| COc1ccc(NC(=O)CSC2=NC3(CCCC3)N=C2c2cccc(F)c2)cc1OC | i |
| COc1cccc2cc(C(=O)N3CCCSCC3CN3CCOCC3)c(=O)oc12 (stereo not drawn) | i |
| O=C(Nc1cccc(-c2nc3ccccc3s2)c1)c1ccno1 | i |
| CCS(=O)(=O)c1ccc(C(=O)N2CCNC(=O)C2C)cc1 (stereo not drawn) | i |
| CCOCCn1c(-n2nc(C)cc2C)nc2c1c(=O)n(Cc1ccccc1)c(=O)n2C | i |
| Cc1csc(NC(=O)CSc2ccc(NC(=O)c3cccc(F)c3)nn2)n1 | i |
| COc1ccc(CC(=O)Nc2cc(C3CC3)nn2-c2nc(C(C)C)cc(=O)[nH]2)cc1OC | i |
| O=C(Nc1ccc2c(c1)OCO2)c1cc(=O)c(OCc2ccccc2)co1 | i |
| CNC(=O)C(=O)NCC1CCN(c2ncccn2)CC1 | i |
| COc1ccc(-c2cc(OCC(=O)Nc3ccccc3F)c3ccccc3n2)cc1 | i |
| COc1ccc(N2CCN(C(=O)C(c3ccccc3)c3ccccc3)CC2)nn1 | i |
| Cc1cc(NC(=O)CCc2ccccc2)ccc1N1CCCC1=O | i |
| CCc1c(C)nc(-n2nc(-c3ccco3)cc2NC(=O)c2cc(-c3ccccc3)on2)[nH]c1=O | i |
| Cc1cc(NC(=O)CSC2CCCC2)sn1 | i |
| Cc1cn2nnc(C(=O)NCc3ccccc3C(F)(F)F)c2c(=O)[nH]1 | i |
| CCOC(=O)c1c(SCC(=O)Nc2ccc(OC)cc2OC)nc(=O)[nH]c1C | i |
| COc1cc(NC(=O)NCCNc2ccc(Nc3ccccn3)nn2)cc(OC)c1OC | i |
| Cc1ccc(S(=O)(=O)c2nc(-c3ccccc3C)oc2N2CCN(C)CC2)cc1 | i |
| COc1ccc(-c2nnc(NC(=O)CCCS(=O)(=O)c3ccccc3)o2)cc1 | i |

Structures from the list above with an NH in an aromatic ring:
| compound | GIRK2 act |
| --- | --- |
| O=C(NC1CCCCCC1)c1ccc(=O)[nH]n1 | i |
| O=C(Cc1n[nH]c(=S)[nH]c1=O)c1cccs1 | i |
| CCCCc1nc(C(N)=O)c2[nH]c(=O)n(-c3ccc(OC)cc3OC)c2n1 | i |
| O=C(Cn1cnc(-c2cccs2)cc1=O)Nc1ccc(-c2ccc(=O)[nH]n2)cc1 | i |
| COC(=O)c1ccc2c(=O)n(Cc3ccc(C(=O)NC4CCCC4)cc3)c(=S)[nH]c2c1 | i |
| COc1ccc(CC(=O)Nc2cc(C3CC3)nn2-c2nc(C(C)C)cc(=O)[nH]2)cc1OC | i |
| CCc1c(C)nc(-n2nc(-c3ccco3)cc2NC(=O)c2cc(-c3ccccc3)on2)[nH]c1=O | i |
| Cc1cn2nnc(C(=O)NCc3ccccc3C(F)(F)F)c2c(=O)[nH]1 | i |
| CCOC(=O)c1c(SCC(=O)Nc2ccc(OC)cc2OC)nc(=O)[nH]c1C | i |

Remaining list, next part:
| compound | GIRK2 act |
| --- | --- |
| N#Cc1ccc(C(=O)NCCN2CCOC(c3ccccc3)C2)cc1 (stereo not drawn) | i |
| O=C(c1ccccc1C(F)(F)F)N(Cc1ccccn1)Cc1ccco1 | i |
| Cc1ccc(-c2ccc(N3CCN(C(=O)CC(C)C)CC3)nn2)cc1C | i |
| COc1ccc(S(=O)(=O)NCC2CCN(Cc3ccccc3)CC2)cc1OC | i |
| O=C(NCC1CCN(Cc2cccs2)CC1)c1ccco1 | i |
| O=C(Nn1cnc2c(cnn2-c2ccccc2)c1=O)c1cccs1 | i |
| O=C(NCCOc1ccc2nnc(-c3ccccc3)n2n1)c1cnn(-c2ccccc2)n1 | i |
| Cc1nnc(CNC(=O)C(=O)NCc2ccc(F)cc2)o1 | i |
| O=C(Nc1ccccc1C(F)(F)F)C1COCC(=O)N1Cc1ccccc1 (stereo not drawn) | i |
| Cc1noc(C)c1CCC(=O)N1CCN(c2ccc(-c3cccnc3)nn2)CC1 | i |
| COc1cccc(OC)c1OCC(O)CN1CCN(c2cc(Cl)ccc2C)CC1 (stereo not drawn) | i |
| COc1cc(Cn2cnc3c(nnn3C)c2=O)cc(OC)c1 | i |
| O=C(CSc1cc(N2CCCC2)ncn1)Nc1cccc(C(F)(F)F)c1 | i |
| Cc1cccnc1NC(=O)CCn1cnc2c(cnn2-c2ccc(F)cc2)c1=O | i |
| COc1ccc2c(=O)c(Oc3ccc(C(=O)Nc4ccccc4C(N)=O)cc3)coc2c1 | i |
| CC1CN(CC(O)COc2ccccc2-c2ccccc2)CC(C)O1 (stereo not drawn) | i |
| CCC(C)NC(=O)/C=C/c1cc(OC)ccc1OC (stereo not drawn) | i |
| COc1ccc(C(=O)N(CCc2ccccc2)Cc2ccccn2)c(OC)c1OC | i |
| Cc1ccc(NC(=O)C(=O)NCCC2=CCCCC2)c(C)c1 | i |
| Cc1cc(NS(=O)(=O)c2ccc(Cl)s2)ccc1N1CCCC1=O | i |
| COc1ccc(S(=O)(=O)NCCNc2cc(N3CCCC3)nc(C)n2)c(C)c1C | i |
| O=C(Cn1nc(S(=O)(=O)c2ccccc2)ccc1=O)Nc1ccccc1Cl | i |
| Cc1ccc2nc(NC(=O)CSc3ccc(NC(=O)c4cccs4)nn3)sc2c1 | i |
| Cc1ccnc(C(=O)Nc2ccc(Nc3cc(N4CCCC4)nc(C)n3)cc2)n1 | i |
| CC(=O)c1cccc(NC(=O)c2ccc(=O)n(Cc3ccc(F)cc3)c2)c1 | i |
| CCN(CC)CCCN1C(=O)C(=O)C(=C(O)c2ccc(Cl)cc2)C1c1ccccn1 (stereo not drawn) | i |
